# Screening results (PubChem)
# TLR9-MyD88 block – inhibitors of TLR9-MyD88 association in cells, primary screen, cell-based, CHO, BLA complementation, fluorescence; CCF4 FRET ratio; inhibition, % at 4.98 µM; 340,000 compounds, 0.21% hits; AID 504734, 2011;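 active means inhibition above the mean over all tested compounds plus 3 SD, cut at about 21% in these data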;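 further: 0% = DMSO only wells and 100% = clavulanate BLA inhibitor control wells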
# LRH-1 inv ag – LRH-1 (NR5A2) inverse agonists, primary screen, cell-based, luminescence, HEK293T, StAR-luciferase reporter; Nuclear receptor subfamily 5 group A member 2 (Homo sapiens), O00482; inhibition, % at 3.6 µM; AID 602396, 2012; 360,000 compounds, 0.13% hits; LRH-1 transfected, 24 h;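 active means inhibition above the mean inhibition of all tested compounds plus 3 SD, cut at about 73% in these data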;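 further: 0% = DMSO wells and 100% = reporter-only cells lacking LRH-1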
# Target sequence (O00482 whole entry, looked up): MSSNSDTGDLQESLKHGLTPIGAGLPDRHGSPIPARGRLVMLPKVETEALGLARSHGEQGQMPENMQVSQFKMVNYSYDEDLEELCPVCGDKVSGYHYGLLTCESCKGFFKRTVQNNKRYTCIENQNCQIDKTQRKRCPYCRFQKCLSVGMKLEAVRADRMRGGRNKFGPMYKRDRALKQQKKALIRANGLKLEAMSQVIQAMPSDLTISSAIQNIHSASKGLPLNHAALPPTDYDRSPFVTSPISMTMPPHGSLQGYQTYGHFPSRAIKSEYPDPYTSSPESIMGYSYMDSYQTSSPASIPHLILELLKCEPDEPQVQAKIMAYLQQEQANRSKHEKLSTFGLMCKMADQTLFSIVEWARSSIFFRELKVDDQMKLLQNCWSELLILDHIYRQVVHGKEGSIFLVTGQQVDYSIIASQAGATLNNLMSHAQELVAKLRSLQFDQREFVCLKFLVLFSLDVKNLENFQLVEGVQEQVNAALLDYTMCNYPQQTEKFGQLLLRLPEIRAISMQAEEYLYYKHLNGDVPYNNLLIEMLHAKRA
# SRC3 inh – SRC3 coactivator transcriptional activity inhibitors, primary screen, cell-based, luminescence. Nuclear receptor coactivator 3 (Homo sapiens), Q9Y6Q9. HEK293 GAL4-SRC3 luciferase reporter. inhibition, % at 3.6 µM. 360,000 compounds, 0.17% hits;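 active means inhibition above a per-campaign cutoff, the mean of all compounds plus 3 SD, cut at about 60% in these data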;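 further: 0% = DMSO-treated cells and 100% = gossypol-treated cells at 36 µM; higher means less SRC3-driven luciferase light from the GAL4 reporter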
# NCOA1 inh – SRC1 coactivator transcriptional activity inhibitors, primary screen, cell-based, luminescence. Nuclear receptor coactivator 1 (Homo sapiens), Q15788. HEK293 GAL4-SRC1 luciferase reporter. inhibition, % at 3.6 µM. 360,000 compounds, 0.12% hits. AID 588354, 2011;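 active means inhibition above the campaign mean plus 3 SD, with each screening campaign given its own cutoff, cut at about 60% in these data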;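 further: 0% = DMSO treated cells and 100% = gossypol at 36 µM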
# EBV LMP1 NFkB – EBV LMP1-driven NF-kappaB luciferase reporter inhibitors, primary screen, cell-based, luminescence, single point; AID 504558, 2011; LMP1-induced NF-kappaB luciferase reporter cells; 350,000 compounds, 0.69% hits; inhibition, % at 12.5 µM; in the data active means inhibition above about 41%;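 further: 0% = neutral control wells and 100% = reference inhibitor control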
# COUP-TFII inh – NR2F2 transcriptional activity inhibitors, primary screen, cell-based, luciferase reporter, HEK293T, luminescence; AID 686940, 2013; inhibition, % at 8.6 µM; HEK293T NGFI-A luciferase reporter; COUP transcription factor 2 (Homo sapiens), P24468; 370,000 compounds, 0.7% hits;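 active means inhibition above a per-plate cutoff, mean inhibition of test wells between control levels plus 3 SD, cut at about 38% in these data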;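 further: cells cotransfected with COUP-TFII expression vector driving the NGFI-A reporter; 0% = median of COUP-TF2 test wells and 100% = reporter-only cells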
# NCOA2 inhibitor – inhibition of GAL4-SRC2 driven luciferase reporter, primary screen, SRC2 inhibitor project, cell-based, luminescence | Nuclear receptor coactivator 2 (Homo sapiens), Q15596 | HEK293 GAL4-SRC2 luciferase reporter | inhibition, % at 9 µM | 370,000 compounds, 0.17% hits | AID 651957, 2012;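 active means inhibition above the mean inhibition of all tested compounds plus 3 SD, set per campaign, cut at about 52% in these data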;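 further: 0% = DMSO treated cells and 100% = cells given Gossypol at 36 µM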
# ABHD5 PLIN5 PPI – ABHD5-PLIN5 interaction inhibitors, primary screen, cell lysate, split luciferase complementation, luminescence. Perilipin-5 (Homo sapiens) + 1-acylglycerol-3-phosphate O-acyltransferase ABHD5 (Homo …. Split G. princeps luciferase complementation, 4 h. inhibition, % at 4 µM. 360,000 compounds, 0.78% hits. AID 602281, 2012;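 active means inhibition above the mean inhibition across every tested compound plus 3 SD, cut at about 22% in these data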;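 further: 0% = DMSO only wells and the 100% control is not disclosed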
# MC4R ag barr – MC4R agonists recruiting beta-arrestin, primary screen, cell-based, luminescence, agonist arm of biased-ligand search | Melanocortin receptor 4 (Homo sapiens), P32245 | U2OS MC4R beta-arrestin complementation; percent of melanotan II response, DMSO zero | activation, % at 8.9 µM | 360,000 compounds, 0.98% hits;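 active means activation above a per-plate cutoff, the mean activation of sample wells on that plate plus 3 SD, cut at about 8% in these data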
# Target sequence (P32245 whole entry, looked up): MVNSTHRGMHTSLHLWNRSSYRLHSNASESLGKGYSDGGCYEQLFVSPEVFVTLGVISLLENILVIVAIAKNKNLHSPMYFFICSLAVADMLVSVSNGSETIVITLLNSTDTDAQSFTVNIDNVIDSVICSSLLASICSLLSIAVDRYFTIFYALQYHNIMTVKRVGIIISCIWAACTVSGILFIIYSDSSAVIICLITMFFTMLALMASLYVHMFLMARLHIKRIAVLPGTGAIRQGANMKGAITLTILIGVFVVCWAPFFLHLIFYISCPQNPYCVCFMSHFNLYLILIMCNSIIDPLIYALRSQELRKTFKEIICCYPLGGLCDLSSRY
# NOD2 RIPK2 PPI – NOD2-RIPK2 binding disruptors in cells, primary screen, fluorescence, CHO cells, BLA complementation; Receptor-interacting serine/threonine-protein kinase 2 (Homo sapiens), O43353; CCF4 ratio; inhibition, % at 4.98 µM; 360,000 compounds, 0.38% hits; in the data active means inhibition above about 21%;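 further: 0% = vehicle only and 100% = reference blocker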
# MC4R antagonist – MC4R antagonists of cAMP signaling, primary screen, cell-based, TR-FRET, antagonist arm of biased-ligand search. Melanocortin receptor 4 (Homo sapiens), P32245. MC4R-expressing cells, MTII-stimulated cAMP, LANCE TR-FRET. inhibition, % at 6.5 µM. 360,000 compounds, 0.48% hits. AID 540295, 2011;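 active means inhibition above its plate's cutoff, the mean of tested wells on that plate plus 3 SD, cut at about 29% in these data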;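 further: 0% = Melanotan II alone and 100% = Melanotan II plus saturating MCL0020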
#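 Assay system: U2OS cells stably expressing human melanocortin 4 receptor (MC4R) / Dosing: 6.5 µM / Timing: compound 30 min, challenge 1 h, detection 1 h / Measured by: Eu-cAMP/anti-cAMP TR-FRET, emission 671 nm / Replicates: singlicate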
# The depositor's hits bear a star; x = not tested or not shown. A portion of the library (hit frequency here may not be typical).
NCOA2 inhibitor,ABHD5 PLIN5 PPI,SRC3 inh,COUP-TFII inh,MC4R antagonist,TLR9-MyD88 block,NCOA1 inh,LRH-1 inv ag,MC4R ag barr,EBV LMP1 NFkB,NOD2 RIPK2 PPI,SMILES
-22,0,16,-15,1,-6,-1,-2,-0.9,-13,1,CC1=NN(C(=O)c2c(Br)cnn2C)C(O)(C(F)(F)F)C1 (stereo not given)
-24,7,19,-5,-1,1,0,14,1.0,0,2,CCOC(=O)c1c(C)n(-c2ccc(OC)cc2)c2c(C/C(C)=N/O)c(Br)c(OC)c(O)c12
-34,2,14,-7,5,3,5,12,-2.3,-8,7,CCCSc1nnc2n(C)c(=O)c3c4c(sc3n12)CCC4
10,-7,-5,-1,-6,-4,-1,8,-2.9,-5,1,Cc1cccc2cc(CN(CC3CCCO3)C(=O)NC3CCCCC3)c(=O)[nH]c12 (stereo not given)
-47,-2,-63,-40,-12,6,-61,-26,0.3,5,6,COc1cccc(-c2cc(C(=O)Nc3cccnc3)no2)c1
-12,8,4,10,0,16,-24,33,1.0,4,-4,Nc1nnc(SCC(=O)Nc2ccc(N3CCOCC3)c(Cl)c2)s1
-8,-5,-13,10,2,1,2,12,0.1,4,-7,COc1cccc(CNC(=O)C2CCN(S(=O)(=O)c3ccc(C)cc3)CC2)c1
-6,3,24,0,10,-8,-2,8,-1.2,1,-4,CC(C)OC(=O)Cn1nnc(-c2ccccc2)n1
10,-3,-53,-3,5,-1,-38,-17,0.7,-2,1,CCc1ccc(C2C(=O)c3ccccc3C2=O)cc1
-12,3,-3,13,-6,-10,0,-4,0.1,-6,-4,Cn1ccnc1Sc1nc2c(c(=O)n(C)c(=O)n2C)n1C
9,-1,-10,-6,12,-2,3,-24,-0.4,-3,-13,CC[C@@]1(C(=O)OC)N[C@H](CN(C)S(=O)(=O)c2ccc(-c3ccccc3)cc2)[C@@H]2C(=O)N(Cc3ccccc3)C(=O)[C@@H]21
-12,0,11,13,4,-9,-24,-32,-2.1,10,4,O=C(O)/C=C/C(=O)N(Cc1ccccc1)Cc1ccco1
5,6,0,-3,4,x,6,-17,-0.4,x,1,Cc1ccc(NC(=O)[C@@H]2O[C@H](CO)[C@H](O)[C@H](O)[C@H]2O)cc1C(F)(F)F
-13,0,12,-7,14,-9,-6,-3,-0.4,-4,-4,Cc1oncc1C(=O)NC1CCCCC1
-32,10,-91,-11,1,-11,-91,-130,0.4,-21,-9,O=C(OCC(=O)N1CCc2ccccc2C1)c1c(F)cccc1Cl
-14,26*,13,-9,6,7,-7,-5,-2.1,-7,15,Cc1ccc(/C=N/N2CCN(C3c4ccccc4-c4ccccc43)CC2)o1
-9,-1,8,11,11,-8,13,-6,-1.5,0,-4,CC(=O)c1ccc(-c2ccc(C(=O)NC3CCCCCC3)o2)cc1
3,-11,-5,17,26,-4,-22,-12,-0.7,0,0,Cn1c(SCC(=O)NC2CCCC2)nnc1-c1cccs1
14,0,8,54*,13,5,2,28,-3.4,1,-1,Cn1c(SCC(=O)NCCc2ccccc2)ncc(C(=O)Nc2ccccc2)c1=O
-12,7,13,4,15,1,3,-13,-1.4,9,-1,COC(C/C=C/[C@H](O)COCc1ccccc1)OC
x,5,5,x,10,2,14,10,9.7*,16,3,c1ccc(-c2cc(-c3nn4c(-c5ccco5)nnc4s3)c3ccccc3n2)cc1
41,-2,2,13,7,-8,2,-6,24*,2,-6,CCOc1ccc(-c2cc(CCCC(=O)NCCc3ccc(OC)c(OC)c3OC)no2)cc1
7,-6,2,5,-1,1,12,1,-1.2,-1,1,CN(C)S(=O)(=O)c1ccc(NC(=O)CN2CCOCC2)cc1
3,-5,-16,17,9,3,-24,6,-0.2,3,2,CCC(=O)c1ccc(N2CCN(C(=O)COc3ccc(F)cc3)CC2)c(F)c1
9,-12,8,-7,2,8,11,9,0.6,9,12,CC(C)(C)N1C(=O)[C@H]2[C@@H](c3ccc(Br)cc3)N3C(=O)N(c4cccc(Cl)c4)C(=O)[C@@]3(C)[C@H]2C1=O
-3,2,5,18,16,-5,-5,-21,-1.1,-5,7,O=C(CCCn1nnc2ccccc2c1=O)N[C@@H](Cc1ccccc1)C(=O)O
7,0,-4,0,-2,1,4,4,-1.2,-7,-5,Cn1c(CN2CCCC2)nc2cc(NS(=O)(=O)c3ccccc3)ccc21
-2,-1,13,13,9,x,5,10,-0.9,0,0,CC1CCc2cc(F)ccc2N1C(=O)C12CCC(C)(C(=O)O1)C2(C)C (stereo not given)
-1,-2,-16,-6,-1,15,3,-5,-1.6,5,10,CCC(=O)Oc1ccc2c(C)c(Cl)c(=O)oc2c1
9,-1,18,-6,1,-1,-40,12,-2.6,1,-10,Cc1ccccc1OCC(=O)OC(C)C(=O)NC1CCCC1 (stereo not given)
-22,-6,-9,6,-1,6,-19,-10,0.8,-5,-5,O=C(O)CC1Sc2nnc(COc3ccc(Cl)cc3)n2N=C1c1ccccc1 (stereo not given)
8,-5,6,2,4,-10,-9,-5,-2.4,-5,6,CN(CC(=O)Nc1ccc(Cl)c(C(F)(F)F)c1)C(=O)c1cc(=O)c2ccccc2o1
-15,-13,2,4,-24,7,1,13,-0.5,10,-2,COc1cc2c(cc1OC)C1(CCCC1)C(N)=C2C#N
-6,-2,6,-25,7,-13,2,-3,-1.3,0,-12,Cc1cc(C)c(C(=O)Nc2ccccc2)c(CC(C)(C)C(=O)O)c1
5,3,-2,1,3,5,2,7,0.8,-2,0,Cc1cc(=O)oc2cc(OCC(=O)OCc3nnc(-c4ccccc4)o3)ccc12
6,3,3,3,23,-2,1,-14,-1.4,2,-11,CC(C)Sc1nc2c(c(=O)[nH]1)C(c1cccs1)C1=C(CC(C)(C)CC1=O)N2 (stereo not given)
-31,-2,10,-5,3,-7,5,-23,-1.7,-3,-11,COc1ccc(CN(C)C(=O)c2ccccc2OCc2c(C)noc2C)cc1OC
-2,-9,5,16,-5,0,5,-1,-1.2,-8,-8,COc1ccc(OC)c(CN2CCN(C(=O)c3cccc(S(=O)(=O)Nc4ccc(C)cc4)c3)CC2)c1
-24,-11,8,8,11,x,6,12,0.8,x,7,CCn1nc(C)c(Br)c1-c1nc(-c2ccc(C)cc2)no1
1,6,2,-9,13,2,-2,-23,-1.2,-13,-2,O=C(COc1ccc(-c2nnco2)cc1)NC1CCCc2ccccc21 (stereo not given)
-121,1,-78,-24,1,-5,-69,-57,0.3,-35,-4,Cc1noc(C(=O)Nc2ccc3c(c2)OCO3)c1Cl
-10,-2,-21,-12,1,x,8,-5,-1.7,x,-18,COc1ccc(/C=C/C(=O)Nc2ccc(C(N)=O)cc2)cc1OC
-51,-3,-8,-22,4,7,-15,6,-0.4,-7,-4,Cc1cc(C(=O)COc2cccc3cccnc23)c(C)n1C
15,-5,18,4,2,-3,-24,-12,0.1,1,2,C=CCn1c(C(C)NC(=O)C(C)(C)C)nc2ccccc21 (stereo not given)
-9,0,9,4,0,-17,-2,0,-0.2,13,-7,CCOc1ccccc1N1C(=O)CN(Cc2ccc(OC)c(OC)c2)C1=S
-20,1,-2,-4,8,0,-17,-12,0.6,1,2,COc1ccc(OC)c(NC(=O)CCN2CCN(c3ccccc3)CC2)c1
-9,3,-8,2,4,-4,7,17,-3.0,-14,-6,O=C(Nc1cccc2ccccc12)/C(=C/c1cccc([N+](=O)[O-])c1)NC(=O)c1cccs1
-32,-3,2,18,6,-10,-6,9,0.0,-9,-3,Cc1ccc(-c2nc(C(=O)O)cs2)cc1
-14,-2,0,-2,-4,-1,4,3,-2.3,1,-1,COc1ccc(CCC(=O)N/N=C/c2ccc3c(c2)OCO3)cc1
-10,-1,16,2,3,-1,10,-7,2.2,1,-18,CSc1nc(C)c2c(n1)N(c1ccc(F)cc1)CC2

# (more compounds)
NCOA2 inhibitor,ABHD5 PLIN5 PPI,SRC3 inh,COUP-TFII inh,MC4R antagonist,TLR9-MyD88 block,NCOA1 inh,LRH-1 inv ag,MC4R ag barr,EBV LMP1 NFkB,NOD2 RIPK2 PPI,SMILES
5,3,18,14,4,-13,-11,11,0.4,-8,-1,COCCN1CCC(CNCc2cn(-c3cc(C)ccc3C)nc2-c2ccccc2)C1 (stereo not given)
-13,-6,-6,-7,-3,-7,3,5,-1.0,-2,2,CN(C)S(=O)(=O)c1ccc(-c2csnn2)s1
6,-8,1,12,-5,-7,-30,0,-2.1,-4,-1,O=C(NCCS(=O)(=O)c1ccc(Br)cc1)c1ccc(Cl)cc1
-3,-1,15,3,14,9,-21,11,-0.6,2,5,COc1ccc(NC(=O)CSc2nnc(NC(=O)c3ccccc3C(=O)O)s2)cc1
-14,2,-5,-13,0,4,-14,0,-0.7,3,3,CN1CCC(N(C)S(=O)(=O)c2ccc(NC(=O)COc3ccc(F)cc3)cc2)CC1
-18,-4,7,-13,-3,x,0,-9,0.2,x,5,CCNC(=O)C1(C)CCCN1C(=O)c1cnc2ccccc2n1 (stereo not given)
-9,-1,-9,-4,1,-2,-2,8,-2.7,-19,-2,Cc1ccsc1CN(C)C(=O)C(NC(=O)c1cccc(S(=O)(=O)N2CCOCC2)c1)C(C)C (stereo not given)
14,-4,-10,11,2,-6,5,24,-5.4,1,-5,COc1ccc(N2CCN(C(=S)NC(=O)c3cccs3)CC2)c([N+](=O)[O-])c1
7,-8,-3,2,-67,1,-6,4,-4.5,2,6,COc1ccc(NS(=O)(=O)c2cccc(C(=O)N/N=C/c3c(F)c(F)c(F)c(F)c3F)c2)cc1
15,0,20,27,-6,-3,-10,8,-1.2,20,-3,COc1ccc(NC(=O)CCC2CCCCC2)cc1S(=O)(=O)N1CCCCC1
-33,0,4,-1,1,-9,14,-21,-0.5,3,-1,COCCNC(=O)Cc1c(C)c2cc3c(cc2oc1=O)OC(C)(C)CC3
